GAA glycogen mod: inhibitors or activators of human alpha-glucosidase glycogen cleavage; P10253; recombinant GAA, glycogen substrate, Amplex Red glucose oxidase fluorescence; Potency, µM (highest dose often 76.4 µM), for the others: top-dose activity change, negative = inhibition, hits mostly inhibitors; 0.38% of 300,000 active; AID 2100; active means well fitted inhibition curve with a large enough effect; inconclusive means small, poorly fitted or top-dose-only effect, or another doubt; inactive means no such curve, though single readings can be large or run the other way;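 further: 0% = full enzyme reaction and -100% = no-enzyme basal signal; the screen sought inhibitors and activators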
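Recombinant human enzyme (4 nM); glycogen substrate; 37 C, 40 min, pH 5.0. Readout: coupled glucose oxidase/Amplex Red fluorescence.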
Numbers without * were called inactive; u = inconclusive; [ ] = another dose, or the depositor's remark. Potency means the concentration at half of the fitted maximal effect.

SMILES | GAA glycogen mod
CCS(=O)(=O)N1CCC(C(=O)Nc2cccc(F)c2)CC1 | -6%[76.3 µM]
Cc1ccc(S(=O)(=O)c2nc(S(C)(=O)=O)sc2N2CCCC2)cc1 | -3%[76.3 µM]
CN(C)CCCN(C(=O)c1ccc(S(=O)(=O)N2CCCCCC2)cc1)c1nc2ccc(Br)cc2s1 | -10%[76.3 µM]
Cc1cc(O)cc(=O)n1CCc1ccccc1 | -3%[76.3 µM]
CCCC(=O)C1=C(O)C(C(=O)OC)C(C)(C)CC1=Nc1cccc([N+](=O)[O-])c1 (centres undefined) | 15%[76.3 µM]
O=C(c1ccco1)N1CCN(Cc2c(F)cccc2Cl)CC1 | -2%[76.3 µM]
COc1cccc2cc(C(=O)CS(=O)(=O)c3ccc(Cl)cc3)c(=O)oc12 | -3%[76.3 µM]
O=C(Nc1ccnn1C1CCN(Cc2ccccc2OC(F)F)CC1)c1cccc(F)c1 | 2%[76.3 µM]
CC1CCN(C(=O)CN2C(=O)C(C)(C)Oc3ccc(C(=O)NC(C)C)cc32)CC1 | -3%
O=C(NCc1ccc(Cl)cc1)C(=O)NCC1OCCCN1S(=O)(=O)c1cccs1 (centres undefined) | 1%[76.3 µM]
COc1cc(/C=N/NC(=O)CC#N)ccc1Oc1nc(Cl)ncc1F | -16%[76.3 µM]
O=C(CSc1nc(N2CCOCC2)nc(N2CCOCC2)n1)Nc1ccccc1F | -2%[76.3 µM]
O=[N+]([O-])c1ccc(S(=O)(=O)NCC2COc3ccccc3O2)cc1 (centres undefined) | 0%[76.3 µM]
Cc1ccc(/C=N/NC(=O)c2nnn(-c3nonc3N)c2CSc2ccccc2)o1 | 2%[76.3 µM]
CCc1nc2ccc(C(=O)N3CCN(CC)CC3)cc2nc1CC | -5%

Reprinted from the part before: four entries; new compounds follow.
SMILES | GAA glycogen mod
O=C(CSc1nc(N2CCOCC2)nc(N2CCOCC2)n1)Nc1ccccc1F | -2%[76.3 µM]
O=[N+]([O-])c1ccc(S(=O)(=O)NCC2COc3ccccc3O2)cc1 (centres undefined) | 0%[76.3 µM]
Cc1ccc(/C=N/NC(=O)c2nnn(-c3nonc3N)c2CSc2ccccc2)o1 | 2%[76.3 µM]
CCc1nc2ccc(C(=O)N3CCN(CC)CC3)cc2nc1CC | -5%
COC(=O)c1cccc(NC(=O)c2cc3ccccc3o2)c1 | -1%[76.3 µM]
COc1cccc(NC(=O)CCC2CCN(C(=O)C3CC=CCC3)CC2)c1 (centres undefined) | -8%[76.3 µM]
O=C(CN1CCN(S(=O)(=O)c2ccc(F)cc2)CC1)NC1CC1 | -2%[76.3 µM]
O=C(CCC(=O)c1ccccc1)Nc1ccc(C(=O)O)cc1 | 2%[76.3 µM]
CCOc1ccc(NC(=O)c2cc(S(=O)(=O)N3CCOCC3)cn2C)cc1 | -9%[76.3 µM]
COC(=O)c1cc(S(=O)(=O)NCCc2ccc(Cl)cc2)c[nH]1 | 10%[76.3 µM]
CC(C)c1ccc(N(CC(=O)NCc2cccnc2)S(=O)(=O)c2ccccc2)cc1 | 10%[76.3 µM]
COc1cc2ccccc2cc1C(=O)N1CCCC1 | -4%[76.3 µM]
CC1=C(C(=O)Nc2ccccc2C(=O)NCCCOC(C)C)SCCO1 | 6%
Fc1ccccc1CNCc1ccc2c(c1)OCO2 | 21%[76.3 µM]
CCCn1c2ccc(C)cc2c2n[nH]c(=S)nc21 | 4%
Nc1nc(NCC(=O)O)nc(NCc2ccccc2)c1[N+](=O)[O-] | 1%
CSCC(C)N1CCC(N2CCC(C(=O)NCc3ccccn3)CC2)CC1 (centres undefined) | 6%[76.3 µM]
O=C(Nc1ccc(S(=O)(=O)Nc2nccs2)cc1)c1c(F)c(F)c(F)c(F)c1F | -11%[76.3 µM]
CC(C)C(c1nnnn1C1CCCCC1)N1CCN(C(=O)c2ccco2)CC1 (centres undefined) | -2%

Random excerpt: 2 compounds from above, in no set order.
SMILES | GAA glycogen mod
CC(C)c1ccc(N(CC(=O)NCc2cccnc2)S(=O)(=O)c2ccccc2)cc1 | 10%[76.3 µM]
O=C(Nc1ccc(S(=O)(=O)Nc2nccs2)cc1)c1c(F)c(F)c(F)c(F)c1F | -11%[76.3 µM]

(further entries)
SMILES | GAA glycogen mod
CC1CCN(Cc2c(C(=O)N/N=C/c3ccc(C(C)(C)C)cc3)nnn2-c2nonc2N)CC1 | 7%[76.3 µM]
Cc1ccc(S(=O)(=O)NNC(=O)c2ccc3ccccc3n2)cc1 | 3%[76.3 µM]
Cc1ccc(C(=O)C2CCN(C(=S)NCCCOC(C)C)CC2)cc1 | -8%[76.3 µM]
COCc1c(C(=O)N/N=C/c2ccco2)nnn1-c1nonc1N | -4%
CNC(=O)/C(C#N)=C/c1c(N2CCN(c3cccc(Cl)c3)CC2)nc2c(C)cccn2c1=O | -5%
CCCn1c(=O)c(C(=O)NNS(=O)(=O)c2ccc(NC(=O)OC)cc2)c(O)c2ccccc21 | -6%
O=C(COc1ccc(Cl)cc1)NCc1ccccc1 | 6%[76.3 µM]
Cn1nccc1C(=O)Nc1ccc(S(=O)(=O)N2CCCC2)cc1 | 0%[76.3 µM]
O=C(NC1CCN(Cc2cccc([N+](=O)[O-])c2)CC1)c1ccccc1 | -5%
CC(=O)c1c(C)n(-c2ccc(Cl)cc2)c2ccc(O)cc12 | -1%
CCC(C(=O)NC1CCCC1)N(C(=O)c1snc(C(N)=O)c1N)c1ccc(OC)cc1 (centres undefined) | -22%
Cc1ccc2c(C)c(C(=O)N3CCC(O)(c4ccccc4)CC3)oc2c1C | 14%[76.3 µM]
Cc1cccc2c3c([nH]c12)CCN(C)C3 | -8%
CCOC(=O)NN=C1c2ccccc2-c2ccccc21 | 18%[76.3 µM]
Cc1ccc(-c2c(C(=O)O)c(C(=O)O)c3n2CSC3)cc1 | 0%
CCN(CC)S(=O)(=O)c1ccc(Cl)c(C(=O)NCCN2CCOCC2)c1 | 2%
CC(C)c1c(C(=O)N/N=C/c2ccc3c(c2)OCO3)nnn1-c1nonc1N | -3%[76.3 µM]
CCCCCCc1ccc(N2C[C@H](Cc3ccccc3)[C@@H](CC(=O)Nc3ccccc3)C2=O)cc1 | -11%[76.3 µM]
CCOc1cccc2cc(C(=O)N3CC(C)OC(C)C3)c(=O)oc12 (centres undefined) | -13%[0.611 µM]
C=CCNc1ccc(N2C(=O)CCCC2=O)cc1[N+](=O)[O-] | -5%
Cc1ccc(NC(=O)CC(C)CC2=NS(=O)(=O)c3ccccc3N2)cc1 (centres undefined) | -3%[76.3 µM]
O=C(CCN1C(=O)C2C3C=CC(C4CC34)C2C1=O)Nc1ccc(Cl)cc1O (centres undefined) | -15%[76.3 µM]
COc1ccc(-c2n[nH]c(=S)n2-c2ccc(Br)cc2)cc1OC | 6%[76.3 µM]
Cc1ccc2[nH]c(=O)c3cc(C(=O)NC(C)C)sc3c2c1 | -5%
NC(=O)C1CCCc2c1n(Cc1ccccc1)c1ccccc21 (centres undefined) | 1%
CN1C(=O)C(=O)/C(=C(/O)c2ccc(Br)cc2)C1c1ccccc1F (centres undefined) | 4%
O=[N+]([O-])c1ccc(OCCn2cncn2)cc1 | 6%
O=C(Nc1ccc2ccccc2c1)c1ccc2[nH]c(=O)c(=O)[nH]c2c1 | 3%
Cc1cc(NC(=O)CSc2nnnn2-c2cc(Cl)ccc2C)no1 | 11%
CN(C)S(=O)(=O)c1ccc(C(=O)OCC2CCCO2)cc1 (centres undefined) | 2%

Entries above containing a nitro group on carbon (6):
SMILES | GAA glycogen mod
CCCC(=O)C1=C(O)C(C(=O)OC)C(C)(C)CC1=Nc1cccc([N+](=O)[O-])c1 (centres undefined) | 15%[76.3 µM]
O=[N+]([O-])c1ccc(S(=O)(=O)NCC2COc3ccccc3O2)cc1 (centres undefined) | 0%[76.3 µM]
Nc1nc(NCC(=O)O)nc(NCc2ccccc2)c1[N+](=O)[O-] | 1%
O=C(NC1CCN(Cc2cccc([N+](=O)[O-])c2)CC1)c1ccccc1 | -5%
C=CCNc1ccc(N2C(=O)CCCC2=O)cc1[N+](=O)[O-] | -5%
O=[N+]([O-])c1ccc(OCCn2cncn2)cc1 | 6%

(list continues)
SMILES | GAA glycogen mod
O=C(NCC(=O)N1CCN(C(=O)c2ccco2)CC1)c1ccccc1 | 2%[76.3 µM]
CCC(=O)NC(c1ccc(Cl)cc1Cl)c1ccc2cccnc2c1O (centres undefined) | -5%[3.05 µM]
O=C(N/N=C/c1c[nH]c2ccccc12)c1ccccc1O | -18%
Cc1ccc(CNC(=O)c2ccc(CNS(=O)(=O)c3ccc4c(c3)C(C)(C)C(=O)N4C)cc2)o1 | 12%[76.3 µM]
CC(C)(C)CN1CCC(Oc2cccc(C(=O)N3CCC[C@H]3CO)c2)CC1 | -1%[76.3 µM]
CC(C)OC(=O)c1c(NC(=O)C2CC=CCC2C(=O)O)sc2c1CCCCC2 (centres undefined) | -1%[76.3 µM]
COc1ccc(O)c(/C=N/NC(=S)NCCc2ccccc2)c1 | 4%
NC(=O)CC(NC(=O)c1ccccc1)c1ccc(NC2CCN(Cc3ccccc3)CC2)c([N+](=O)[O-])c1 (centres undefined) | 13%[76.3 µM]
COc1ccc(C(=O)O)cc1S(=O)(=O)NCc1ccccn1 | 4%
CN(c1ccccc1C(=O)NCc1ccccc1Cl)S(=O)(=O)c1ccccc1 | -5%[76.3 µM]
Cc1cc(-c2ccc(C)c(S(=O)(=O)N3CCN(c4ccc(F)cc4)CC3)c2)on1 | 1%[76.3 µM]
CCOC(=O)N1CCN(C(=O)c2ccc3c(c2)N(Cc2ccccc2)CCS3)CC1 | -5%[76.3 µM]
CCOc1ccc(CCNC(=O)CCc2nnc3ccc(N4CCOCC4)nn23)cc1OCC | -16%[76.3 µM]
CCC1C(=O)NCCN1C(=O)c1ccc(OC)c(OC2CCN(C(C)=O)CC2)c1 (centres undefined) | -6%[76.3 µM]
CCc1cc2c(=O)n(Cc3ccco3)c(SCC(=O)NCC3CCCO3)nc2s1 (centres undefined) | 12%
NC(=O)c1cc(S(=O)(=O)Nc2cccc(Cl)c2)cs1 | 2%
O=C(NC(=S)Nc1sc2c(c1C(=O)O)CCCC2)c1ccccc1 | -23%[76.3 µM]
Cc1cc2c(cc1S(=O)(=O)NCCc1ccc(Cl)cc1)OCC(=O)N2 | -7%[76.3 µM]
COc1ccc(-c2nc3c(s2)CN(S(C)(=O)=O)CC3)cc1OC | 4%
Cc1nn(C)c(C(=O)NC(=S)Nc2ccccc2Br)c1Cl | 1%[76.3 µM]
CCOC(=O)COn1c(=O)c(-c2ccc(C)cc2)[n+]([O-])c2ccccc21 | 4%
Cc1cccc(NC(=O)CSCC(=O)Nc2ccccc2N2CCCC2)c1 | u
O=C(O)CN1C(=O)/C(=C\c2cccc(OCc3ccc(Cl)cc3Cl)c2)SC1=S | 8%[76.3 µM]
COc1cc(NC(=O)c2cc(C)no2)cc(OC)c1OC | -2%
O=C(CN1CCC(NC(=O)C2CCCCC2)CC1)Nc1cccc(F)c1 | 6%[76.3 µM]
Cc1cc(SCC(=O)NC2CCCCC2)nc2ccccc12 | 3%
Cc1ccsc1/C=N/NC(=O)c1ccc2ccccc2c1 | -1%[76.3 µM]
COC(=O)c1ccc(COc2c(F)c(F)cc(F)c2F)o1 | -9%
COc1ccc(N(C(=O)c2cnccn2)C(C(=O)NCc2ccccc2)c2ccc(O)cc2)cc1 (centres undefined) | -7%
CCc1ccc(NC(=O)C2CCCN2C(=O)NC2CCCCC2)cc1 (centres undefined) | -4%
Cc1ccc(S(C)=O)cc1-n1c(=O)n(Cc2ccccc2)c(=O)c2[nH]cnc21 (centres undefined) | 6%
Cc1cc(C)nc(SCC(=O)c2ccc(C)c(C)c2)n1 | -6%[76.3 µM]
O=C(CSc1cn[nH]n1)Nc1ccc(O)c(C(=O)O)c1 | 4%
COC(=O)C(NC(=O)CCC(=O)NC(C(=O)OC)c1ccccc1)c1ccccc1 (centres undefined) | 21%[76.3 µM]
COc1ccc([C@]23Cc4cc(OC)c(OC)cc4C(O2)C2=C(CC4(CCCCC4)OC2=O)O3)cc1 | 15%[15.3 µM]
CC(=O)N/C(=C\c1ccc(C)o1)C(=O)NCc1ccccc1 | -1%[76.3 µM]
CCc1ccccc1NC(=O)c1ccc2nc(N3CCOCC3)sc2c1 | 15%[76.3 µM]
CCN(CC)CCN(Cc1cc2cc3c(cc2[nH]c1=O)OCO3)C(=S)NCCOC | -7%[76.3 µM]
O=C(CSc1nc(NS(=O)(=O)c2ccccc2)cc(=O)[nH]1)Nc1ccccc1Cl | 19%[76.3 µM]
COc1ccccc1NC(=O)COC(=O)CN1C(=O)C(=O)c2ccccc21 | -4%[76.3 µM]
CCN(CC)c1nc(C(F)(F)F)nc2c1nnn2Cc1ccccc1 | 4%[76.3 µM]
COc1ccc(S(=O)(=O)N2CCN(C3CC4CCC3C4)CC2)cc1 (centres undefined) | 8%[76.3 µM]
O=C(Nc1c(Cl)cccc1Cl)C1CCN(C(=O)c2cccs2)CC1 | 7%[76.3 µM]
COc1ccc(NS(=O)(=O)c2ccc3c(c2)CCN3C(=O)CCC(=O)O)cc1OC | -8%
C=C(C)Cn1c(CN(C)Cc2ccccc2)nc2c1c(=O)n(C)c(=O)n2C | -6%[76.3 µM]
COc1ccccc1C(=O)Nn1c(C)nc2ccccc2c1=O | 1%
O=C(NCC(=O)N1CCN(c2ccccc2O)CC1)c1ccc2c(c1)OCO2 | 6%[76.3 µM]
COc1ccc(CN2CCC(=O)N(CCO)CC2)cc1OC | -6%[76.3 µM]
Cc1ccccc1OCC(=O)NCCNC(=O)c1ccccn1 | 0%
Cc1ccoc1C(=O)N1CCN(C(=O)c2occc2C)CC1 | -1%
CN1CCN(C(=O)CCN2C(=O)/C(=C/c3cccc(Br)c3)SC2=S)CC1 | -11%

Screens as filed in PubChem BioAssay.

Not all compounds are listed. The share of hits here may be higher or lower than overall.
